HEK293 cAMP ctrl – counter-screen for TSHR agonists: cAMP increase in parental HEK293; Potency, µM (titrated, usually from 57.1 µM), for the others: at the highest dose activation, usual class: activators; parental HEK293 CNG cAMP sensor, membrane potential fluorescence; 73,000 compounds, 2.5% hits; further: potency means the concentration at half of the fitted maximal effect; % of control where 0% means no effect; nearly all actives have a fitted effect of over 55% in size
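Parental HEK 293 cells stably expressing a modified CNG channel (no TSHR) report cAMP rise as membrane depolarization. Membrane potential dye with 100 uM RO 20-1724 was loaded for 60 min at room temperature, then compound added for 30 min; fluorescence read at 590 nm.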
Tau filament bind – tau filament binding; recombinant tau filaments, thioflavin S fluorescence, 15 h; filaments grown with octadecylsulfate alongside compound; Potency, µM (highest dose often 57.1 µM), for the others: at the top dose activity change, negative = inhibition; 71,000 compounds, 2% hits; AID 596;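 further: potency means the concentration at half of the fitted maximal effect; on the % scale 0 is the no-effect control and ±100 the full control effect; actives lower thioflavin S fluorescence by blocking filaments or displacing dye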
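Recombinant tau protein (human, 1 uM final) plus 30 uM ODS in HEPES pH 7.4 with NaCl, DTT and thioflavine S. Compound present from the start; fluorescence at 510 nm after 15 h, 37 C.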
Casp1 inh – allosteric or competitive inhibitors of human caspase-1; Caspase-1 enzyme, Ac-WEHD-AFC fluorogenic rate; Potency, µM (top dose mostly 57.5 µM), for inactives: at the highest dose activity change, negative = inhibition, actives largely listed as inhibitors; 75,000 compounds, 0.03% hits; AID 900;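 further: potency means the concentration at half of the fitted maximal effect; plate controls were vehicle for no effect and no substrate for full effect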
Target sequence (P29466 120-297 limits assumed): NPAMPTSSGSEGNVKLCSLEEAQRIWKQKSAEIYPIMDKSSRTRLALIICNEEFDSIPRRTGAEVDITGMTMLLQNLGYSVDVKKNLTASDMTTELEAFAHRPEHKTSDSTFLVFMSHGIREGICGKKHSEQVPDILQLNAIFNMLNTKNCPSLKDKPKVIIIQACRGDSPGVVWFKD
Target sequence (P29466 317-404 limits assumed): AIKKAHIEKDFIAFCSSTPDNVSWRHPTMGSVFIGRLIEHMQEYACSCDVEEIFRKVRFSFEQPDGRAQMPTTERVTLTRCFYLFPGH
TexasRed autofl – Texas Red region autofluorescence; Compound fluorescence, Texas Red channel, 547/618 nm; active compounds read high; max dye-equivalent concentration, M; 59,000 compounds, 0.06% hits; in the data active means max dye-equivalent concentration above about 10 nM; inconclusive means between about 1.1 nM and that limit
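Spectral interference profiling: each compound concentration's relative fluorescence, read with a 547 nm excitation and 618 nm emission filter pair, was normalized to a per-plate Texas Red standard curve.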
Rhodamine fluor – compound fluoresces in the rhodamine spectral region; 59,000 compounds, 0.05% hits; Rhodamine-region fluorescence, 547/598 nm, Tris buffer; active compounds read high; max dye-equivalent concentration, M; in the data active means max dye-equivalent concentration above about 11 nM; inconclusive means between about 1.1 nM and that limit
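qHTS spectral profiling of compounds without any target or enzyme present, in pH 8.0 Tris buffer; plates were read after a 15-minute room-temperature incubation using the rhodamine-region filter set.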
USP2a inh – blocks human ubiquitin-specific protease USP2a; O75604; USP2a enzymatic assay, qHTS inhibition; Potency, µM (doses to about 38.3 µM), for the others: at the highest dose activity change, negative = inhibition, most hits filed as inhibitors; 60,000 compounds, 0.1% hits; AID 927;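 further: potency means the concentration at half of the fitted maximal effect; nearly all actives have a fitted effect of over 60% in size; plate controls were DMSO for no effect and NEM full inhibition control for full effect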
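Coupled readout: USP2-cleaved Ub-PLA2 (20nM final) turns over NBD C6-HPC (20uM final), Ex 460nm/Em 535nm after 2.5 h, time-zero read flagging artifacts. Enzyme (20nM final, pH 8.0 Tris) given 30 min RT with compound first; NEM defines full inhibition.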
Caspase-7 inhib – allosteric or competitive inhibitors of human caspase-7; recombinant caspase-7, Ac-DEVD-AFC fluorescence rate; P55210; 75,000 compounds, 0.02% hits; Potency, µM (titrated, usually from 57.5 µM), without a hit: at the highest dose activity change, negative = inhibition, actives largely listed as inhibitors; active means well fitted inhibition curve with a large enough effect in the main read-out, with a control signal flat, not every such curve was filed as active; inconclusive means small, poorly fitted or top-dose-only effect, or a change in a side signal; further: potency means the concentration at half of the fitted maximal effect; % of control where 0% means no effect
Target sequence (P55210 24-198 limits assumed): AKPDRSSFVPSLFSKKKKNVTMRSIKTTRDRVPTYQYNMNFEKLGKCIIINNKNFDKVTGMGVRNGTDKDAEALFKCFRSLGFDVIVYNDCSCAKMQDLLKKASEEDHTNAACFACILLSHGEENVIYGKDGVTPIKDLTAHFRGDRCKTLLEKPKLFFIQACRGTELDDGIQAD
Target sequence (P55210 207-303 limits assumed): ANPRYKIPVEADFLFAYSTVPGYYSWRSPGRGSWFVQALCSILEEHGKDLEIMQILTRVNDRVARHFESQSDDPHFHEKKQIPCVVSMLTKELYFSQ
ERK AVP block – inhibitors of vasopressin-stimulated ERK signaling pathway | HEK293-V1b, vasopressin-stimulated pERK AlphaScreen | Potency, µM (series often up to 57.5 µM), for inactives: at the highest dose activity, negative = inhibition, hits mostly inhibitors | 72,000 compounds, 0.99% hits | AID 995; further: potency means the concentration at half of the fitted maximal effect; on the % scale 0 is the no-effect control and ±100 the full control effect; nearly all actives have a fitted effect of over 55% in size
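Phosphorylated ERK1/2 detected via AlphaScreen bead proximity in lysates of V1b-expressing HEK293 cells given 25 nM vasopressin for 5 min after 30 min compound exposure (37 °C). AC50 from Hill equation; basal DMSO 0%, vasopressin 100%.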
Fluorescein autfl – compound autofluorescence in fluorescein spectral region; Compound autofluorescence, 480/540 nm, fluorescein-equivalent; active compounds read high; 59,000 compounds, 0.91% hits; max fluorescein-equivalent concentration, M; in the data active means max fluorescein-equivalent concentration above about 10 nM; inconclusive means between about 1.1 nM and that limit
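Compounds were pin-transferred into 100 mM Tris buffer, pH 8.0, and incubated 15 min at room temperature. Fluorescence was read at 480 nm excitation/540 nm emission. Signals were normalized to an on-plate six-point fluorescein standard curve as dye-equivalent concentration.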
FLuc inh – blocks Photinus pyralis firefly luciferase activity; P08659; purified firefly luciferase, luminescence, 8 min; Potency, µM (top dose mostly 57.1 µM), inactives show top-dose activity change, negative = inhibition, hits mostly inhibitors; 72,000 compounds, 2.2% hits; further: potency means the concentration at half of the fitted maximal effect; on the % scale 0 is the no-effect control and ±100 the full control effect; nearly all actives have a fitted effect of over 40% in size
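qHTS concentration-response profiling: light output of P. pyralis luciferase with luciferin and 10 uM ATP, imidazole buffer pH 7.2. Read by luminescence after 8-min room-temperature incubation.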
HADH2 inh – blocks human hydroxyacyl-CoA dehydrogenase type II; recombinant HADH2, NADH fluorescence, beta-hydroxybutyryl-CoA; Potency, µM (top dose mostly 57.1 µM), inactives show top-dose activity change, negative = inhibition, most hits filed as inhibitors; AID 886; 73,000 compounds, 3.4% hits; Q99714; further: potency means the concentration at half of the fitted maximal effect; on the % scale 0 is the no-effect control and ±100 the full control effect; nearly all actives have a fitted effect of over 60% in size; many of its hits are not listed in these tables
Target sequence (Q99714 whole entry, looked up, one chain of several): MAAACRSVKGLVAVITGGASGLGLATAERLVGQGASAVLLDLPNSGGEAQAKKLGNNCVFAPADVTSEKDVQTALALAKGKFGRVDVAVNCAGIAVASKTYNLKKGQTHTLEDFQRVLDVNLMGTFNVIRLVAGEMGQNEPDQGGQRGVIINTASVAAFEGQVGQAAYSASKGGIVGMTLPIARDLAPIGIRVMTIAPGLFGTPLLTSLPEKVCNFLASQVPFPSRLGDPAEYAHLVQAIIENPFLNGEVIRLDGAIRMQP
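Buffer 100 mM Tris-HCl pH 9.0/0.01% Tween-20; HADH2 20 nM; NAD+ 1 mM; beta-hydroxybutyryl-CoA 90 uM (all final). 15 min cpd preincubation, RT.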
An asterisk follows results filed as active; [ ] = dose if it differs, or a comment. Unless noted, the call rests on the fitted dose curve; in most records, active means well fitted curve in the direction sought with a large enough effect; inconclusive means small, poorly fitted or top-dose-only effect, or another doubt; inactive means no such curve, though single readings can be large; an effect the other way counts as inactive or inconclusive.

Screening CC1CC(c2ccccc2)n2nc(NC(=O)c3ccco3)nc2N1 (configuration not stated) returned HEK293 cAMP ctrl 3%, Tau filament bind -18%, Casp1 inh 4%, TexasRed autofl inconclusive, Rhodamine fluor inactive, USP2a inh -5%, Caspase-7 inhib -2%, ERK AVP block -1%, Fluorescein autfl inactive, FLuc inh 2% and HADH2 inh -9%.
Screening COc1ccccc1NC(=O)N1CCCC1C(=O)NC1CCCCC1 (configuration not stated) returned HEK293 cAMP ctrl 19%, Tau filament bind -2%, Casp1 inh -5%, TexasRed autofl inconclusive, Rhodamine fluor inactive, USP2a inh 0%, Caspase-7 inhib 1%, ERK AVP block -9%, Fluorescein autfl inactive, FLuc inh 2% and HADH2 inh -5%.
For CCC(=O)Nc1ccccc1C(=O)OCC(=O)Nc1ccc(S(N)(=O)=O)cc1 the results were HEK293 cAMP ctrl 0%, Tau filament bind 11%, Casp1 inh -1%, TexasRed autofl inactive, Rhodamine fluor inactive, USP2a inh -8%, Caspase-7 inhib 1%, ERK AVP block 1%, Fluorescein autfl inconclusive, FLuc inh -1% and HADH2 inh -8%.
For CN(C(=O)COC(=O)CNS(=O)(=O)/C=C/c1ccccc1)C1CCS(=O)(=O)C1 (configuration not stated) the results were HEK293 cAMP ctrl 8%, Tau filament bind 6%, Casp1 inh 2%, TexasRed autofl inactive, Rhodamine fluor inactive, USP2a inh 6%, Caspase-7 inhib 1%, ERK AVP block 10%, Fluorescein autfl inconclusive, FLuc inh -9% and HADH2 inh -11%.
For N#C/C(=C1/CCCCCN1)c1nc2ccccc2s1 the results were HEK293 cAMP ctrl 23%, Tau filament bind -6%, Casp1 inh -4%, TexasRed autofl inactive, Rhodamine fluor inactive, USP2a inh 5%, Caspase-7 inhib -5%, ERK AVP block 8%, Fluorescein autfl inconclusive, FLuc inh -3% and HADH2 inh -4%.
Cn1c(SCC(=O)C(C)(C)C)nnc1-c1cccnc1 was read as HEK293 cAMP ctrl -2%, Tau filament bind -7%, Casp1 inh 2%, TexasRed autofl inactive, Rhodamine fluor inactive, USP2a inh -1%, Caspase-7 inhib 1%, ERK AVP block -7%, Fluorescein autfl inactive, FLuc inh 0% and HADH2 inh -7%.
`c1ccc2c(c1)CCC[C@@H]2C1=NCCN1` gave HEK293 cAMP ctrl 12%[25.6 µM], Tau filament bind 10%[25.6 µM], Casp1 inh -2%[25.7 µM], TexasRed autofl inactive, Rhodamine fluor inactive, USP2a inh -6%[17.1 µM], Caspase-7 inhib 2%[25.7 µM], ERK AVP block -2%[25.7 µM], Fluorescein autfl inconclusive, FLuc inh 3%[25.5 µM] and HADH2 inh 4%[25.6 µM].
For Cn1c(=O)[nH]c(=O)c2c1nc(N(CCO)Cc1ccccc1)n2CCCc1ccccc1 the results were HEK293 cAMP ctrl 13%, Tau filament bind 7%, Casp1 inh 0%, Caspase-7 inhib -1%, ERK AVP block -17%, FLuc inh 0% and HADH2 inh -10%.
CCCCN1CN(S(=O)(=O)c2cccs2)c2nc3ccccc3nc21 was read as HEK293 cAMP ctrl inconclusive, Tau filament bind 25%, Casp1 inh -5%, TexasRed autofl inactive, Rhodamine fluor inactive, USP2a inh -3%, Caspase-7 inhib 0%, ERK AVP block inconclusive, Fluorescein autfl inactive, FLuc inh 1% and HADH2 inh 18%.
CCn1c(COc2ccccc2)nnc1SCC(=O)Nc1ccc2c(c1)OCCO2 was read as HEK293 cAMP ctrl 8%, Tau filament bind 2%, Casp1 inh 0%, TexasRed autofl inconclusive, Rhodamine fluor inactive, USP2a inh 15%, Caspase-7 inhib 1%, ERK AVP block -5%, Fluorescein autfl inactive, FLuc inh -9% and HADH2 inh 5%.
COc1ccc(-c2cc(C(=O)Nc3cnn(Cc4ccccc4C)c3)no2)cc1OC was read as HEK293 cAMP ctrl 6%, Tau filament bind 56%, Casp1 inh -1%, TexasRed autofl inactive, Rhodamine fluor inactive, USP2a inh -8%, Caspase-7 inhib -1%, ERK AVP block 25%, Fluorescein autfl inactive, FLuc inh -2% and HADH2 inh 5%.
Screening CCCCCC1CC(=O)N(Cc2ccc(Cl)cc2)C(=O)N1 (configuration not stated) returned HEK293 cAMP ctrl 7%, Tau filament bind -20%, Casp1 inh 1%, TexasRed autofl inactive, Rhodamine fluor inactive, USP2a inh 1%, Caspase-7 inhib 3%, ERK AVP block 14%, Fluorescein autfl inactive, FLuc inh 2% and HADH2 inh 9%.
Ic1ccc2c(c1)N(c1ccccc1)c1cc(Nc3ccc4nc5ccc(I)cc5[n+](-c5ccccc5)c4c3)ccc1N2 was read as HEK293 cAMP ctrl -1%[11.4 µM], Tau filament bind 4µM*, Casp1 inh -2%[11.5 µM], TexasRed autofl inactive, Rhodamine fluor inactive, Caspase-7 inhib -3%[11.5 µM], ERK AVP block 8%[11.5 µM], Fluorescein autfl inactive, FLuc inh -4%[11.4 µM] and HADH2 inh -5%[11.4 µM].
Screening CC(NC(=O)COc1ccccc1)C(=O)NC1=NCCS1 (configuration not stated) returned HEK293 cAMP ctrl 10%[11.4 µM], Tau filament bind 0%[11.4 µM], Casp1 inh 2%, USP2a inh 6%[7.66 µM], Caspase-7 inhib 0%, ERK AVP block -8%, FLuc inh 1% and HADH2 inh 2%[11.4 µM].
Screening CCOC(=O)c1sc2nc(N3CCOCC3)c3c(c2c1N)CCCC3 returned HEK293 cAMP ctrl -22%, Tau filament bind 3%, Casp1 inh -4%, TexasRed autofl inactive, Rhodamine fluor inactive, USP2a inh -2%, Caspase-7 inhib -5%, ERK AVP block -17%, Fluorescein autfl inactive, FLuc inh 2% and HADH2 inh 3.2µM*.
For COc1ccccc1N1CCN(S(=O)(=O)c2cn(C)c(=O)n(C)c2=O)CC1 the results were HEK293 cAMP ctrl inconclusive, Tau filament bind 10%, Casp1 inh -4%, Caspase-7 inhib 3%, FLuc inh -27% and HADH2 inh 9%.
Screening COC(=O)CSc1nc2cc(C)ccc2cc1C#N returned HEK293 cAMP ctrl 10%, Tau filament bind 8%, Casp1 inh 0%, TexasRed autofl inconclusive, Rhodamine fluor inactive, USP2a inh 8%, Caspase-7 inhib -4%, ERK AVP block 6%, Fluorescein autfl inconclusive, FLuc inh inconclusive and HADH2 inh -3%.
Screening COc1ccccc1Nc1nc(N)nc(CN2CCc3ccccc3C2)n1 returned HEK293 cAMP ctrl 23%, Tau filament bind -1%, Casp1 inh -4%, TexasRed autofl inactive, Rhodamine fluor inactive, USP2a inh 41%[activator], Caspase-7 inhib -4%, ERK AVP block inconclusive, Fluorescein autfl inconclusive, FLuc inh 0% and HADH2 inh 5%.
CC1Cc2ccccc2N1C(=O)CSc1nc(-c2ccco2)cc(C(F)(F)F)n1 (configuration not stated) was read as HEK293 cAMP ctrl inconclusive, Tau filament bind -10%, Casp1 inh 1%, TexasRed autofl inactive, Rhodamine fluor inactive, USP2a inh -2%, Caspase-7 inhib 2%, ERK AVP block -3%, Fluorescein autfl inactive, FLuc inh 1% and HADH2 inh 28%.
For CCOC(=O)c1sc(N(Cc2ccccc2)C(=O)CSc2nnc(C3CC3)n2N)nc1C the results were HEK293 cAMP ctrl inconclusive, Tau filament bind 3%, Casp1 inh 1%, TexasRed autofl inconclusive, Rhodamine fluor inactive, USP2a inh 17%, Caspase-7 inhib -2%, ERK AVP block inconclusive, Fluorescein autfl inconclusive, FLuc inh -2% and HADH2 inh -6%.
NCCNCCNCCN was read as HEK293 cAMP ctrl 24%, Tau filament bind 2%, Casp1 inh -5%, Caspase-7 inhib -2%, ERK AVP block 2% and HADH2 inh -5%.
Screening O=C(CCCNS(=O)(=O)c1cccc2nsnc12)NCCc1ccccc1 returned HEK293 cAMP ctrl -1%, Tau filament bind 8%, Casp1 inh -5%, TexasRed autofl inconclusive, Rhodamine fluor inactive, USP2a inh 12%, Caspase-7 inhib 1%, ERK AVP block 19%, Fluorescein autfl inactive, FLuc inh -1% and HADH2 inh 0%.
Screening C1=C(c2ccccc2)CCN(c2ncnc3nc[nH]c23)C1 returned HEK293 cAMP ctrl 2%, Tau filament bind -5%, Casp1 inh 1%, Caspase-7 inhib -2%, FLuc inh 0% and HADH2 inh -17%.
For CN1Cc2cc(C(=O)c3cc(Cl)cc(CSc4ncccn4)c3O)cnc2NC1=O the results were HEK293 cAMP ctrl 13%, Tau filament bind 16µM*, Casp1 inh -1%, TexasRed autofl inactive, Rhodamine fluor inactive, USP2a inh 13%, Caspase-7 inhib -1%, ERK AVP block -29%, Fluorescein autfl inactive, FLuc inh -4% and HADH2 inh -18%.

Not all compounds are listed; count on the stated rates, not on these rows.
